# Assay outcomes as filed in PubChem BioAssay.
# DNA FID counter – compounds displacing fluorescent DNA intercalator, primary screen, artefact control for HCV NS3 helicase inhibitor project, biochemical, FID fluorescence; 0.17% of 290,000 active; inhibition, % at 7.9 µM; AID 1845, 2009; DNA fluorescent intercalator displacement; in the data active = inhibition above about 37%;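 note: 0% = vehicle and 100% = reference compound; higher means more ethidium bromide displaced from hairpin DNA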
# IMP-1 inh – IMP-1 metallo-beta-lactamase inhibitors, primary screen, biochemical, epi-absorbance readout, Pseudomonas aeruginosa enzyme; metallo-beta-lactamase IMP-1 (Pseudomonas aeruginosa); purified IMP-1, nitrocefin hydrolysis, epi-absorbance fluorescence; inhibition, % at 5.6 µM; 0.45% of 290,000 active;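 active = inhibition above the mean plus 3 SD of all compounds in the same screening run, cut at about 4.5% in these data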;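 note: 0% = IMP-1 with DMSO and 100% = DMSO wells lacking enzyme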
#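 Assay system: purified recombinant IMP-1 beta-lactamase. Input: IMP-1 0.2 nM before substrate addition. Buffer or medium: Zinc- and detergent-supplemented HEPES buffer, pH 7.1. Schedule: 25 °C, 15 min preincubation, 25 min reaction. Signal: Epi-absorbance fluorescence, 480 nm excitation, 530 nm emission. Evaluation: percent inhibition from optical density relative to buffer-blank wells.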
# UBC9 SUMO inh – inhibitors of in vitro SUMOylation cascade, primary screen, biochemical, HTRF, uHTS | inhibition, % at 35 µM | 0.36% of 290,000 active | HTRF SUMOylation assay, SAE1/SAE2 + UBC9; in the data active = inhibition above about 50%, passing the limit was not always enough; note: strong numbers were not always called active
# NS3 helicase inh – inhibitors of HCV NS3 helicase, primary screen, biochemical, Cy5 molecular beacon fluorescence; Hepatitis C virus NS3 helicase; NS3 helicase DNA unwinding; inhibition, % at 10.9 µM; 0.56% of 290,000 active; AID 1800, 2009;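 active = inhibition above the mean of all tested compounds plus 3 SD, set per campaign, cut at about 35% in these data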;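 note: 0% = DMSO wells and 100% = thioflavine S control wells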
#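 System: HCV NS3 helicase fragment; control set: DMSO and thioflavine S; technique: Cy5 fluorescence at 0 and 60 min, beacon hairpin quenching; reagent: beacon DNA duplex substrate plus ATP; replicates: singlicate; schedule: 1 h reaction at 25 °C, ATP-initiated; medium: MOPS buffer pH 6.5 with MgCl2, DTT, Tween20, BSA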
# IDE cell activ – human IDE activators in live cells, primary screen, fluorescence polarization, HEK cells, FAbeta-B substrate; Insulin-degrading enzyme (Homo sapiens), P14735; FAbeta-B cleavage; 0% vehicle, 100% cell-free pure enzyme wells; activation, % at 5.96 µM; 0.073% of 340,000 active; AID 493087, 2011;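 active = activation above the mean of all tested compounds plus 3 SD, set per screening campaign, cut at about 17% in these data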
# Target sequence (P14735 whole entry, looked up): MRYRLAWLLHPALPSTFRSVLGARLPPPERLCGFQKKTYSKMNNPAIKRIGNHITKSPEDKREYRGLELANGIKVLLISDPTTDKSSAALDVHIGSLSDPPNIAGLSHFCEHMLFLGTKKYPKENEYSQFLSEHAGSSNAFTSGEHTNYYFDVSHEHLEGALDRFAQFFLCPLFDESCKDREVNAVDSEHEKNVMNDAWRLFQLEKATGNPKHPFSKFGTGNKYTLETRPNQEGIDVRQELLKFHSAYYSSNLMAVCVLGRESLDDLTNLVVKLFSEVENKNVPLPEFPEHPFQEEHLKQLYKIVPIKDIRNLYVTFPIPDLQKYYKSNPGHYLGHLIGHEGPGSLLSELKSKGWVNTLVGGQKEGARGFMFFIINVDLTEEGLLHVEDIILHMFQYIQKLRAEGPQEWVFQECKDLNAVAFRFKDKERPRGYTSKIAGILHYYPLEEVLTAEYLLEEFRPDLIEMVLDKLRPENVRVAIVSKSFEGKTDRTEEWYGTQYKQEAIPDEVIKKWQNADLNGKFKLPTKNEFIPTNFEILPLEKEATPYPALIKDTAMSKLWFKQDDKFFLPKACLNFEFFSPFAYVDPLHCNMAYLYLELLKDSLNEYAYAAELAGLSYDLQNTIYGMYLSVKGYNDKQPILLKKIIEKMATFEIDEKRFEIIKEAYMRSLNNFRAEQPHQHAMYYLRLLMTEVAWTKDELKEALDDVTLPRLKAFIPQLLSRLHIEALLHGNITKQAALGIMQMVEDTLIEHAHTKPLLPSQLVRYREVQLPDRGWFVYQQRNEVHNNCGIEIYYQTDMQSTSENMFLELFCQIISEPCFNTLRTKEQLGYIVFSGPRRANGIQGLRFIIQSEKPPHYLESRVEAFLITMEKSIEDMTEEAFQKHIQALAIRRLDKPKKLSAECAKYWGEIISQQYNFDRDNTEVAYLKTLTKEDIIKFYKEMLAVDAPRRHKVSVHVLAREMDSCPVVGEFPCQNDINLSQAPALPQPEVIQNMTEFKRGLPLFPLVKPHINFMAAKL
# IDE inh – human IDE inhibitors in live cells, primary screen, fluorescence polarization, HEK cells, FAbetaB substrate; Insulin-degrading enzyme (Homo sapiens), P14735; FAbetaB cleavage; inhibition, % at 5.59 µM; 0.41% of 320,000 active; AID 434962, 2010;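 active = percent inhibition above the average of all tested compounds plus 3 SD, set per screening campaign, cut at about 16% in these data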;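 note: IDE supplied by intact live HEK cells; FP after avidin binding of uncleaved biotin substrate so inhibition keeps polarization high; 0% = DMSO wells and 100% = 60 µM reference IDE inhibitor Ii1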
# pCIP destab – p/CIP-EGFP fusion destabilizers, primary screen, fluorescence, F442A cells | Q05BA5 | 16 h | decrease of EGFP signal, % at 10 µM | 0.01% of 290,000 active;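 active = EGFP signal decrease of at least 30% at 10 µM or well 3 SD below plate mean, unless failing retest; inactive = the rest, including hits failing retest or dose response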; note: some compounds called inactive have numbers as strong as hits; many of its hits are not listed in these tables
# VIM-2 inh – VIM-2 metallo-beta-lactamase inhibitors, primary screen, biochemical, epi-absorbance readout, Pseudomonas aeruginosa enzyme; purified VIM-2, nitrocefin hydrolysis, epi-absorbance fluorescence; inhibition, % at 5.6 µM; 0.89% of 290,000 active;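 active = inhibition above the mean of all tested compounds plus 3 SD, cutoff set per screening run, cut at about 7.5% in these data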;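 note: red hydrolysis product quenches plate fluorescence so inhibitors raise well fluorescence; 0% = enzyme with DMSO and 100% = DMSO without enzyme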
# PfM18AAP inh – PfM18AAP inhibitors, malaria aminopeptidase, primary screen, biochemical, QFRET, recombinant enzyme; AID 1822, 2009; 1.2% of 290,000 active; inhibition, % at 7.35 µM; H-Glu-NHMec fluorogenic cleavage; M18 aspartyl aminopeptidase (Plasmodium falciparum 3D7);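 active = inhibition above the campaign mean inhibition over all tested compounds plus 3 SD, cut at about 28% in these data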;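 note: 0% = plate median of test compound wells and 100% = 2 mM ZnCl2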
# * marks the source's active call; other numbers are inactive results; nt = no result given. Hits appear at their usual frequency; any-hit rate near 3.6%.
SMILES,DNA FID counter,IMP-1 inh,UBC9 SUMO inh,NS3 helicase inh,IDE cell activ,IDE inh,pCIP destab,VIM-2 inh,PfM18AAP inh
CCn1c(COc2ccc(Cl)cc2)nnc1SCC(=O)Nc1ccc2c(c1)OCO2,-14,-1.1,14,-15,2,6,-2,-0.2,-12
COC(=O)c1cn[nH]c1N,-1,-2.7,18,-7,1,-1,-11,-2.5,3
C=CCN(CC=C)S(=O)(=O)c1ccc(C(=O)Nc2sc3c(c2C(N)=O)CCCCC3)cc1,-10,0.5,17,8,5,-1,-14,0.3,16
COc1ccc(C(=O)Nc2ccc3c(c2)C(=O)NC3=O)cc1,-3,-1.3,16,-4,7,3,-10,0.4,-9
COCCCNC(=O)CN(c1ccc(F)cc1)S(=O)(=O)c1ccc2c(c1)OCCO2,-22,-4.2,6,-3,-1,-3,20,-2.3,0
NC(=O)C1CCN(C(=O)Cc2ccsc2)CC1,-8,-2.0,5,24,-1,9,-12,-1.8,6
COc1ccc(Br)cc1S(=O)(=O)Nc1ncccc1C,-5,-0.6,7,2,-6,7,10,-3.8,-3
COc1ccc(OCC(=O)N2CCN(C(=O)c3ccccc3)CC2)cc1,-11,-3.8,-11,-4,4,-3,10,-2.7,-3
CCOC(=O)c1ccccc1NC(=O)CN(c1cccc(OC)c1)S(C)(=O)=O,-20,0.4,0,-8,3,3,5,1.8,-3
O=C(NNS(=O)(=O)c1ccc(F)cc1)c1ccc([N+](=O)[O-])cc1,0,0.2,17,0,-2,1,7,0.6,15
COC(=O)c1ccc(NC(=O)c2cccc(OC)c2)cc1,-7,-2.9,-4,4,-1,6,2,-2.3,-14
Cc1ccc(-c2cc3nc(-c4ccccc4)cc(N)n3n2)cc1,3,-0.9,0,-4,0,2,-14,1.6,-3
CCc1ccc(C2CC(c3ccc(C)cc3)Nc3nc(N)nn32)cc1 (stereo not given),-13,-5.0,8,6,-1,-1,-7,-2.6,-5
CC(C)(C)c1ccc(C(=O)N/C(=C/c2cccs2)C(=O)NCc2ccco2)cc1,-24,-1.8,-6,3,2,5,-8,0.2,-1
C=CCN1C=CC(=CC=C(C#N)C#N)C=C1,4,-4.7,-9,13,-29,23*,-109,-5.2,-4
O=C(Cc1cccc(C(F)(F)F)c1)N1CCCC1,-9,-3.5,-8,3,-1,3,-14,-1.0,1
CC(C)C(NC(=O)OCc1ccccc1)C(=O)NC1CCCCC1 (stereo not given),-4,-4.4,-1,13,5,1,5,-5.2,-1
Cc1cc(-c2ccccc2)nc(N/N=C/c2ccco2)n1,-13,-1.8,-4,-1,-2,-6,1,-2.4,17
CCOC(=O)c1c(C)c(C(=O)NCCN2CCOCC2)c(C)n1CC,-4,-1.6,18,-2,5,-2,-16,-4.6,-2
CC(=O)Nc1ccccc1-c1nc2ccccc2nc1OCC(=O)c1ccc(Cl)cc1,1,-3.5,-4,1,3,14,16,-3.6,2

# Record cards (already shown). Screens in order: DNA FID counter, IMP-1 inh, UBC9 SUMO inh, NS3 helicase inh, IDE cell activ, IDE inh, pCIP destab, VIM-2 inh, PfM18AAP inh
# Cc1ccc(-c2cc3nc(-c4ccccc4)cc(N)n3n2)cc1 is listed with 3, -0.9, 0, -4, 0, 2, -14, 1.6, -3
# CCn1c(COc2ccc(Cl)cc2)nnc1SCC(=O)Nc1ccc2c(c1)OCO2 is listed with -14, -1.1, 14, -15, 2, 6, -2, -0.2, -12

# (further entries)
SMILES,DNA FID counter,IMP-1 inh,UBC9 SUMO inh,NS3 helicase inh,IDE cell activ,IDE inh,pCIP destab,VIM-2 inh,PfM18AAP inh
O=C(c1ccc(Br)cc1)N1CCN(Cc2ccccc2)CC1,-20,-2.5,-5,-3,3,3,4,-0.7,3
COc1cccc(CNC(=O)c2cc(S(=O)(=O)N3CCCC3)cn2C)c1,-27,-2.7,4,13,-5,0,-10,-1.2,3
COCCN(CC(=O)NC1CCCCC1)C(=O)CCCC(=O)Nc1ccccn1,-17,-1.4,7,6,0,2,-11,0.8,-5
CC(NC(=O)C(=O)N1CCOCC1)C(c1cccs1)N1CCN(c2ccccc2)CC1 (stereo not given),-29,-0.3,4,-2,8,4,3,-1.0,3
O=C(Nc1ccc2c(c1)OCO2)Nc1ccc2c(c1)OCO2,3,-2.9,-1,-1,4,-2,-12,-2.5,7
CCOC(=O)N1CCN(Cc2cc(=O)oc3cc4c(cc23)CCC4)CC1,-10,-2.3,-7,-2,-4,4,6,0.2,-10
CS(=O)(=O)Nc1ccc(C2=NN(S(C)(=O)=O)C(c3ccccc3)C2)cc1 (stereo not given),-3,-2.2,17,6,-5,11,-14,-1.9,1
O=C(COc1ccccc1)NCCc1cn2ccsc2n1,7,-2.7,13,-4,3,0,-6,-0.2,3
COC(=O)c1cn(Cc2ccccn2)c(=O)c2ccccc12,-7,1.2,10,-4,-1,4,-4,0.1,-5
CN1CCN(C(=O)c2ccc(C3SCC(=O)N3Cc3ccco3)cc2)CC1 (stereo not given),-8,-7.5,7,4,1,4,10,-1.2,3
COc1cc(C(=S)N2CCN(C)CC2)ccc1OCC(=O)NCc1ccccc1,0,-0.5,11,-9,nt,-1,-7,2.0,-5
Cc1ccnc(NC(=O)CSc2nnc3c(n2)[nH]c2ccccc23)c1,7,-2.6,3,-8,nt,3,-27,-0.5,-2
CCN1C(=O)N/C(=C/c2ccc(Sc3ccc(C)cc3)o2)C1=O,-2,-1.8,-20,0,0,3,-4,-3.5,4
COCc1cc(C)nc(OCC(=O)N/N=C/c2cccc(OC)c2)c1C#N,-8,-0.8,23,-7,-2,-3,2,-3.3,-5
Cn1c(=O)c2c(nc(N3CCCCCC3)n2CC(O)COc2ccccc2)n(C)c1=O (stereo not given),-15,0.5,-20,-5,2,-3,-14,0.9,0
COc1ccc2c(c1)C1C=CCC1C(c1cc3c(cc1Br)OCO3)N2 (stereo not given),-7,-1.4,3,13,-1,3,2,-3.9,3
Cc1[nH]ccc(=O)c1OCc1c(Cl)cccc1Cl,-1,-3.0,-8,-1,-2,6,-5,-2.3,2
O=C(NCc1ccc2c(c1)OCO2)c1nc(S(=O)(=O)Cc2ccccc2)ncc1Cl,-26,-0.4,22,15,3,-1,-17,-1.1,-22
Cc1ccnc(NC(=O)C2CCCN(S(=O)(=O)c3ccc4[nH]c(=O)ccc4c3)C2)c1 (stereo not given),-21,-0.5,20,1,-2,-6,-3,1.1,-1
C=CCc1c(C)nc(SCc2nc3ccccc3c(=O)[nH]2)[nH]c1=O,-9,-3.4,9,1,5,4,-6,-2.3,13
CCO[C@@H]1OC(C(=O)NC2CC2)=C[C@H](c2ccccc2)[C@H]1CCCO,-7,-2.3,6,3,0,0,-7,-2.1,-9
Cc1nc(N)ncc1-c1ccc2c(c1)OCO2,-4,-3.4,-3,-2,1,5,4,-3.8,-2
COc1ccc(NC(=O)c2cccc(NC(=O)c3ccco3)c2)c(OC)c1,-14,-4.5,17,1,1,-1,-5,-3.5,-4
O=C(O)c1ccc(Cl)c(S(=O)(=O)N(Cc2ccccc2)c2ccccc2)c1,-16,-0.6,18,-19,0,0,8,1.2,-14
Cc1nc2ccccn2c1C(=O)N/N=C/c1cc(C)n(-c2ccc(Br)cc2)c1C,-15,-2.2,1,-6,-1,5,-1,-3.3,-2
CC(C)CC(c1nnnn1C(C)C)N1CCN(c2ccccc2)CC1 (stereo not given),-16,-2.8,17,4,-1,3,-11,-1.9,-12
CCC(=O)Nc1ccccc1N1CCN(S(C)(=O)=O)CC1,-3,1.8,-4,-1,5,-6,-4,-2.9,-6
COc1ccc([N+](=O)[O-])c(OC)c1C(=O)NC(=O)Nc1nc(C)cc(C)n1,-9,-2.5,-3,2,4,2,5,-0.5,-3
COc1ccc(Cc2nc3ccc(C(=O)NC4CCOC4)cc3o2)cc1 (stereo not given),-5,-0.9,-8,-6,3,6,2,-2.9,3
O=C(C1CCN(S(=O)(=O)N2CCOCC2)CC1)N1CCN(Cc2ccccc2)CC1,-12,-2.9,25,5,1,-3,0,-3.3,6
COc1ccc(CN(C(C)=O)c2ccccc2C(=O)O)cc1,-2,-1.1,-15,-4,6,-1,-7,-2.2,0
O=C(c1ccc(Br)s1)N1CCN(S(=O)(=O)c2ccccc2)CC1,-29,-2.3,2,-2,-3,0,4,-1.0,0
COc1ccc(OC)c(-c2cc(C(=O)N3CCN(c4ncccn4)CC3)c3ccccc3n2)c1,-34,-1.8,-1,-11,-5,6,-6,-1.0,2
CC(=O)Nc1ccc(OCC(=O)NC(C)C(C)C)cc1 (stereo not given),-1,-3.6,8,2,-4,3,-12,-2.6,3
O=C(O)C1CCN(S(=O)(=O)c2cccs2)CC1,-4,-2.6,-3,-14,2,4,1,-2.6,-10
CCc1ccc(N2CCN(C(=O)c3ccc4c(c3)OCO4)CC2)cc1,-47,-3.0,7,-4,-3,1,0,-1.6,-1
COc1ccccc1CNC(=O)CNCC1CCCO1 (stereo not given),8,-3.5,-14,1,-3,4,0,-2.8,4
O=C(CCc1nnc(C2CCCCC2)o1)NCc1ccc(F)c(F)c1,-11,-2.3,-7,11,3,0,-13,-2.7,-1
CCOc1ccc(S(=O)(=O)N2CCCC(C(=O)NCc3ccco3)C2)cc1 (stereo not given),-19,-0.2,71,6,1,1,8,-3.1,5
O=C(CSC1=NCCS1)Nc1ccc(S(=O)(=O)N2CCCCCC2)cc1,-12,1.1,-4,-10,2,-7,-4,2.9,0
N#CCCN(Cc1cccnc1)C(=O)c1sc2cc(F)ccc2c1Cl,-12,-2.1,-1,-3,-1,7,-20,1.3,1
COc1ccc(NC(=O)CN2CCN(S(=O)(=O)c3ccc(Cl)cc3)CC2)cc1,-13,-8.1,7,-3,-3,2,-6,0.8,0
CCOc1cc(/C=C2\C(=N)N3N=C(S(C)(=O)=O)SC3=NC2=O)ccc1OCCOc1cccc(OC)c1,0,-1.8,11,-6,4,0,7,-3.0,1
Cn1cccc1-c1nc2ccc(NC(=O)c3ccccc3)cc2[nH]1,-1,-1.2,0,-1,-3,2,-2,-4.1,1
CCc1ccc(-c2cc(C)no2)cc1S(=O)(=O)N1CCN(c2ccccc2OC)CC1,-35,-3.1,-9,-21,2,-1,-6,-0.7,3
C=C(C)CNC(=S)N/N=C/C1=CCC2CC1C2(C)C (stereo not given),-11,-2.3,-2,5,1,2,-13,-1.4,3
Cc1cccc(OCC(=O)NCc2ccc(F)cc2)c1,-2,-2.8,4,-1,9,1,-5,1.1,-2
